Bioassay records (PubChem BioAssay)
INS promoter inh: TRM-6 insulin promoter activity inhibition; inhibition, % at 2 µM; AID 1273; actives 0.9% (n = 130,000); TRM-6 cells (human fetal islet line), insulin promoter-eGFP reporter, imaging; reporter expression induced with tamoxifen;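 active means inhibition above the mean plus 3 SD, with well images judged a real hit on visual review, cut at about 60% in these data, passing the limit was not always enough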
sdo1 growth: compounds rescuing growth of sdo1-depleted yeast, bone marrow failure model. S. cerevisiae sdo1-depleted JHY4D growth rescue, OD600 30 h; stronger effect = higher value; pdr5 snq2 efflux-pump mutant strain. z-score at 10 µM. actives 0.21% (n = 140,000). AID 817;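 active means z-score above 3 at both the 24 hr and the 30 hr optical density reads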;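 further: z-score against mean and SD of all compound wells on the same plate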
sdo1 growth Rescue 24 h: also measured in sdo1 growth; calls as there; z-score; S. cerevisiae sdo1-depleted JHY4D growth rescue, OD600; measured here: growth rescue at 24 h;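 0 is the plate mean of compound wells and units are plate SD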
An asterisk follows results filed as active; / = not tested or not shown. A portion of the library; count on the stated rates, not on these rows.

INS promoter inh | sdo1 growth | sdo1 growth Rescue 24 h | Compound
/ | 2 | 1.8 | Cc1nn(CC(=O)N2CCOCC2)c(C)c1[N+](=O)[O-]
-62 | / | / | O=c1c2sccc2nc(SCc2cc(=O)n3cc(Cl)ccc3n2)n1Cc1ccccn1
-10 | 1.4 | 0.79 | CC(=O)NC(C)C12CC3CC(CC(C(=O)O)(C3)C1)C2 (stereo not drawn)
-53 | 2.2 | 1 | Cc1c(NC(=O)CSc2nnc(-c3ccco3)n2-c2ccccc2)c(=O)n(-c2ccccc2)n1C
-9 | / | / | COc1cc(C(=O)OCCc2c(C)nc3nc[nH]n3c2=O)cc(OC)c1OC
-42 | 1.2 | 0.56 | CCN1CCCC1CN(Cc1cc2ccc(C)cc2[nH]c1=O)C(=S)Nc1ccc(OC)cc1OC (stereo not drawn)
-500 | -2.1 | -0.01 | Clc1ccc(Cn2cc(/C=N/n3cnnc3)c3ccccc32)c(Cl)c1
-74 | -1.1 | 0.28 | Cc1nn(Cc2ccccc2)c(C)c1NC(=O)CSc1nc(-c2ccccc2)nc2c1cnn2-c1ccccc1
29 | 0.05 | -0.27 | O=C(Nc1nncs1)c1ccccc1Br
34 | 0.36 | 0 | Cc1ccc2nc3sc(C(=O)N4CCOCC4)c(N)c3cc2c1
/ | 0.5 | -0.04 | O=C1CC(N2CCN(c3ccc(C(=O)c4ccc(F)cc4)cc3)CC2)C(=O)N1 (stereo not drawn)
-49 | -1.1 | -0.64 | O=C(COC(=O)c1c2c(nc3ccccc13)/C(=C/c1ccco1)CC2)NC1CCCC1
0 | 1.2 | -0.41 | COc1ccc2[nH]c(=O)c(CN(Cc3cccs3)Cc3nnnn3Cc3ccccc3)cc2c1
-12 | 0.45 | -0.02 | CCn1ncc([N+](=O)[O-])c1C(=O)n1nc(C)cc1C
22 | 0.71 | -0.09 | CC(=O)N1CCN(Cc2ccc(Br)s2)CC1
72* | 0 | 0.12 | CCOC(=O)N1CCN(C(=S)NC)CC1
71* | -2.3 | -2 | COc1ccc(C2C3=C(N=C4SCC(=O)N42)c2ccccc2CC3)cc1 (stereo not drawn)
/ | -0.28 | -0.68 | COc1ccccc1N1CCN(C(=O)c2ccc(Br)s2)CC1
-3 | 0.77 | 0.64 | Cc1cccc(CN2CCN(CC(=O)NCCCN3CCN(c4ccc(F)cc4)CC3)C2=O)c1
-9 | -0.74 | -1.2 | O=C(N/N=C/c1ccc(Cl)cc1)Nc1ccccc1
17 | 0.35 | 2.3 | O=C(/C=C/c1cccs1)Nc1ccc(N2CCOCC2)c(S(=O)(=O)Nc2cc(Cl)ccc2Cl)c1
10 | -0.88 | -0.61 | COC(=O)C1=C(C)N(C)C(C)=C(C(=O)OC)C1c1ccc(Cl)cc1
-3 | 0.88 | 1.5 | COC(=O)c1ccc(C2NC(=O)NC(C)=C2C(=O)N(C)C)cc1 (stereo not drawn)
/ | -0.6 | -0.96 | CCOC(=O)c1c(NC(=O)CN2C(=O)NC(C)(c3ccc(Cl)cc3)C2=O)sc(C(=O)NC)c1C (stereo not drawn)
-45 | -0.84 | -0.23 | O=C(CSCC(=O)OCn1nnc2ccccc2c1=O)Nc1ccc(Cl)cc1

Just sdo1 growth and INS promoter inh, for some of the entries so far:
mol	sdo1 growth	INS promoter inh
Cc1cccc(CN2CCN(CC(=O)NCCCN3CCN(c4ccc(F)cc4)CC3)C2=O)c1	0.77	-3
O=C(N/N=C/c1ccc(Cl)cc1)Nc1ccccc1	-0.74	-9

(listing goes on)
INS promoter inh | sdo1 growth | sdo1 growth Rescue 24 h | Compound
/ | 0.46 | -0.18 | Cc1ccc(C(C2=C(O)CC(C)(C)CC2=O)C2C(=O)CC(C)(C)CC2=O)s1 (stereo not drawn)
-18 | 0.55 | -0.22 | Cc1cnc(C(=O)OCC(=O)Nc2cccc(Cl)c2)cn1
-64 | / | / | COc1ccc(/C=C/C(=O)N2CCCC2)cc1OC
33 | -0.07 | -0.55 | O=C(CSc1nc2c(cnn2-c2ccccc2)c(=O)[nH]1)N1CCOCC1
18 | 1.4 | 1.5 | CC(C)NC(=O)c1n[nH]c(=O)c2ccccc12
/ | -0.01 | 1.5 | CCOc1ccc2nc(NCCNC(=O)Nc3ccccc3)c(C#N)cc2c1
15 | -1.8 | -1.6 | CCS(=O)(=O)N1Cc2ccccc2CC1C(=O)Nc1nc2ccccc2s1 (stereo not drawn)
-15 | 1.1 | -0.42 | Cc1ccc(CCN2C(=O)CCC2(C)C(=O)NC2CCCC2)cc1 (stereo not drawn)
-22 | -2.2 | -1.9 | N#Cc1c(-c2ccc(Cl)cc2)ccn2nc(C3CCCCC3)nc12
/ | 0.14 | 0.22 | CCN(CC)c1ccc(NS(=O)(=O)c2ccc3c(c2)oc(=O)n3C)c(C)c1
0 | 0.68 | 0.53 | Clc1ccc(-c2cc(COc3ccc4ccccc4c3)no2)cc1
36 | 0.6 | 0.35 | CCCCOCCCNC(=O)Cc1ccccc1OC
-10 | / | / | CCn1c(CCNC(=O)c2ccc(OC)cc2)nnc1SCC(=O)Nc1ccccc1F
-6 | 0.61 | 0.6 | O=C(N/C(=C\c1cccnc1)c1nc2ccccc2[nH]1)c1cccc(Br)c1
27 | / | / | CCC(C)(C(=O)NC1CCCC1)N(C)C(=O)c1ccccn1 (stereo not drawn)
-68 | -1.1 | -0.66 | COc1cc(-n2nnnc2SCC(=O)N2CCN(c3ccc(F)cc3)CC2)c(OC)cc1Cl
46 | / | / | CCOC(=O)C1(C)Oc2ccc(S(=O)(=O)CC)cc2NC1=O (stereo not drawn)
-50 | / | / | CNC(=O)CSc1nnc(-c2ccccc2)n1C
/ | 0.1 | 0.5 | COc1ccc(S(=O)(=O)Nc2cc(C)nn2-c2ccccc2)cc1
-45 | -1.4 | -0.72 | S=C(NC1CCCCC1)NN(c1ccccc1)c1ccccc1
17 | 1.2 | 1.2 | O=C(CSc1nnc2c(Cl)cc(Cl)cn12)N1CCOCC1
-104 | -0.25 | -0.42 | O=P(OC1CCCCC1)(OC1CCCCC1)C(O)c1ccccc1 (stereo not drawn)
-36 | / | / | Nc1nc(SCC(=O)c2cc(F)ccc2F)n[nH]1
62 | -0.76 | -1.1 | Clc1cc(Sc2ccc(Br)cc2)nnc1-c1ccccc1
15 | 0.18 | -0.56 | CC(=O)C1=C(O)C(=O)N(Cc2cccnc2)C1c1ccc(C)cc1 (stereo not drawn)

Overlap with the part before: 3 compounds; new compounds follow.
INS promoter inh | sdo1 growth | sdo1 growth Rescue 24 h | Compound
-36 | / | / | Nc1nc(SCC(=O)c2cc(F)ccc2F)n[nH]1
62 | -0.76 | -1.1 | Clc1cc(Sc2ccc(Br)cc2)nnc1-c1ccccc1
15 | 0.18 | -0.56 | CC(=O)C1=C(O)C(=O)N(Cc2cccnc2)C1c1ccc(C)cc1 (stereo not drawn)
-18 | -0.61 | -0.39 | CCOC(=O)c1ccc(NC(=O)CC2C(=O)N(c3ccc(F)cc3)C(=O)N2CCC(C)C)cc1 (stereo not drawn)
-64 | 0.7 | 1.3 | COC(=O)c1cccc(N2C(=O)C(Cl)=C(N3CCOCC3)C2=O)c1
16 | 0.56 | -0.1 | CCn1c(SCC(N)=O)nnc1-c1ccco1
-41 | / | / | NC(=O)CSc1cn(Cc2ccccc2)c2ccccc12
7 | -0.24 | -0.88 | O=C(Nc1ccccc1)c1c(F)c(F)c(F)c(F)c1F
/ | 0.09 | -0.72 | CC(C)CC(NC(=O)C1CCC(C)CC1)C(=O)Nc1ccc2c(c1)OCCO2 (stereo not drawn)
-27 | 1.4 | 1.1 | CCOc1ccc(CC(=NCCO)C2=C(O)CC(C)(C)CC2=O)cc1OCC
/ | -1.5 | -1 | COc1cccc(N2CCN(C(=O)c3ccc4nc(N5CCCCC5)sc4c3)CC2)c1
44 | 0.23 | 0 | CC1(C)CC(=O)c2cnc(NC(=O)CCc3ccccc3)nc2C1
-47 | -0.16 | -1 | CCC(NC(=O)c1ccccc1NC(=O)c1ccc(OC)cc1)C(=O)N1CCCC1 (stereo not drawn)
/ | 0.65 | -0.04 | O=C(NNC(=S)Nc1ccccc1)C1CC1
0 | 1.1 | 1.1 | Cc1ccc(C)c(Cc2c(C)nc(C)[nH]c2=O)c1
30 | -1.7 | -1.4 | CC(=O)Oc1cccc(/C=c2\sc3nc(-c4ccco4)nn3c2=O)c1
38 | -1.8 | -1.6 | CCCCCCCC1(C)NC(=O)N(c2ccccc2)N1 (stereo not drawn)
24 | 0.3 | 0.29 | CC(C)C(=O)Nc1ccc(Cc2ccc(NC(=O)C(C)C)c(O)c2)cc1O
3 | 0.13 | 1.3 | CCCCOc1ccc(/C=N/NC(=S)Nc2cc(C)ccc2C)cc1
12 | 0 | 1.7 | O=C1CC(c2ccc(F)cc2)Cc2nc(NCc3ccco3)ncc21 (stereo not drawn)
17 | 0.25 | -0.02 | O=c1cc([O-])[n+]2c3n1CCCN3CCC2
-53 | / | / | O=C1N=c2ccccc2=C1c1sc(NS(=O)(=O)c2ccccc2)nc1O
/ | -0.07 | 1.3 | COC(=O)c1ccc(/C=N/Nc2nc(-c3ccc(C)cc3)cs2)cc1
0 | 0.99 | 0.12 | COc1ccc(C(=O)Nc2sc(C(=O)N(C)C)c(C)c2C#N)cc1[N+](=O)[O-]
29 | / | / | COc1cccc(NC(=O)CN(C)CC(=O)Nc2ccccc2-c2ccccc2)c1
39 | -0.36 | -1.2 | O=C(CCN1CCOCC1)Nc1ccc2c(c1)N(C(=O)CN1CCOCC1)c1ccccc1CC2
39 | 0.03 | -0.58 | CCOC(=O)C(O)(CC(=O)Nc1ccc(Cl)cc1Cl)C(F)(F)F (stereo not drawn)
-30 | -0.97 | -0.66 | CCCCOC(=O)c1ccc(NC(=O)c2nn(C)cc2Br)cc1
20 | 0.32 | 0.58 | CC(C)C(=O)Nc1ccc(C(=O)NNC(=O)c2ccco2)cc1
57 | -0.47 | -0.58 | Cc1nn(-c2ccccc2)cc1/C=N/NS(=O)(=O)c1ccccc1
3 | -1.2 | -0.86 | COc1cc(NC(=O)c2ccco2)c(OC)cc1NC(=O)CSc1ncc(-c2ccc(F)cc2)[nH]1
/ | 1.4 | 1.2 | O=C(NNC1=NCCC1)c1cccc(S(=O)(=O)N2CCCCC2)c1
5 | 0.28 | -0.42 | O=C(O)C1CCCCC1C(=O)NCc1ccc(F)cc1 (stereo not drawn)
-20 | -0.97 | -0.97 | COc1cccc(/C=N/n2cnnc2)c1OCc1ccccc1
-35 | 0.01 | -0.3 | CC(C)(C)c1ccc(NC(=O)COC(=O)c2ccc(NS(=O)(=O)c3ccc(F)c(F)c3)cc2)cc1
/ | 0.9 | 0.62 | Nc1nc(-c2c[nH]c3ccccc23)cs1
27 | -0.07 | -0.03 | COc1cc(/C=C2\N=C3CCCCCN3C2=O)ccc1O
-38 | 0.7 | 0.5 | COc1ccc(/C=C(\C#N)C(=O)OCC(=O)NCc2ccc(Cl)cc2)cc1
28 | / | / | CN(C)/C=C(/C(=O)c1ccccc1)n1cncn1
46 | -1.1 | -1.1 | O=C(Nc1ccccc1)N(C1=NCCCCS1)c1cccc2ccccc12
/ | -0.59 | -1.1 | CCc1ccc(Nc2ncccc2C#N)cc1
/ | -1.6 | -0.37 | O=C(/C=C/c1ccco1)NC(=S)Nc1cccc(-c2nc3ccccc3o2)c1
-70 | 1.4 | 0.84 | CCOC(=O)Cc1nn2c(=O)cc(C)nc2s1
3 | / | / | C=CCN(c1ccc(OC)cc1)S(=O)(=O)c1ccc(Cl)c(C(=O)OCC(=O)NC2CC2)c1
23 | -0.98 | -0.58 | Clc1ccc(CSc2nnc(/C=C/c3ccccc3)o2)c(Cl)c1
/ | 0.14 | -0.31 | Cc1cc([N+](=O)[O-])nn1Cc1ccc(C(=O)N/N=C/c2ccccc2)cc1
/ | 0.09 | -0.45 | CCCC(NS(=O)(=O)c1ccc(Br)cc1)C(=O)O (stereo not drawn)
-43 | 0.77 | 0.68 | ON=C1/C(=N\O)CC2(C/C1=N/O)OCCO2
-33 | 0.99 | 1 | CC(C)NC(=S)Nc1ccc2cn[nH]c2c1
26 | 0.89 | 0.48 | CC(C)N(C=O)C1(C(=O)NC2CCCCC2)CCCCC1
-22 | 0.86 | 0.61 | C/C(CCc1ccco1)=N/NC(=O)CCC(=O)Nc1cccc(Cl)c1
59 | / | / | Cc1nc(NC(=O)c2cccs2)ccc1Br
-21 | / | / | C=CCn1c(C)cc(C(=O)CN2NS(=O)(=O)c3ccccc3C2=O)c1C
-7 | -0.55 | 0.76 | CC(C)N(Cc1nc(-c2ccc(Cl)cc2)no1)C(=O)C12CC3CC(CC(C3)C1)C2

One compound at a time, as listed above. Screens in order: INS promoter inh, sdo1 growth, sdo1 growth Rescue 24 h
ON=C1/C(=N\O)CC2(C/C1=N/O)OCCO2 is listed as -43, 0.77, 0.68
C=CCN(c1ccc(OC)cc1)S(=O)(=O)c1ccc(Cl)c(C(=O)OCC(=O)NC2CC2)c1 is listed as 3, /, /
COc1ccc(/C=C(\C#N)C(=O)OCC(=O)NCc2ccc(Cl)cc2)cc1 is listed as -38, 0.7, 0.5
CC(C)C(=O)Nc1ccc(C(=O)NNC(=O)c2ccco2)cc1 is listed as 20, 0.32, 0.58
Nc1nc(-c2c[nH]c3ccccc23)cs1 is listed as /, 0.9, 0.62
